TNAP act DEA – activators of human TNAP at intermediate phosphate acceptor; 64,000 tested, under 10 active; activation factor at 20 µM; P05186; purified TNAP, CDP-star luminescence, 100 mM DEA, 30 min; active compounds read high; scale: 0 levamisole-inhibited, 1 vehicle-only enzyme; AID 813;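 active means activation factor of at least 2 at 20 µM, relative to controls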
D1 allo mod – allosterically modulates the human D1 dopamine receptor; AID 641; P21728; B-score at 10 µM; 5.9% of 58,000 active; HEK293 D1, CRE-luciferase, dopamine EC30 potentiation; actives deviate in either direction;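 active means luminescence count or its row- and column-corrected plate score outside the 99.7% band of the plate's sample wells, on either side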
Target sequence (P21728 whole entry, looked up): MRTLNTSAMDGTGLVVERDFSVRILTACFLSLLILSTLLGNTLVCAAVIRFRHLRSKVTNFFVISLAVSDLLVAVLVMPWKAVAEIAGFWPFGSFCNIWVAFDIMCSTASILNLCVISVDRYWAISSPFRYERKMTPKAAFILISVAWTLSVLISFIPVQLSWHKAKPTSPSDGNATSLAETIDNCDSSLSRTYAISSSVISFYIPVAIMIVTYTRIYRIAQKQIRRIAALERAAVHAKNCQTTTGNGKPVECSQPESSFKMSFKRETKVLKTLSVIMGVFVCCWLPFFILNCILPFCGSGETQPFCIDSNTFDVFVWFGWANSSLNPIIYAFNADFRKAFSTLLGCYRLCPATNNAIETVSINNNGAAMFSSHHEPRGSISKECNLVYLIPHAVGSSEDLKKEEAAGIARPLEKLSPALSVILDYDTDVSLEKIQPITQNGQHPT
M1 agonist – agonists of M1 muscarinic receptor; CHO-M1 cells, Fluo-4 calcium fluorescence, agonist mode; active compounds read high; B-score at 10 µM; 3% of 64,000 active; AID 626;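 active means fluorescence rise, raw or as B-score row- and column-corrected plate score, outside the 99.7% band of its plate's samples, either direction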
M1 antag – M1 muscarinic receptor (rat) antagonism. B-score at 10 µM. 3.4% of 64,000 active. P08482. CHO-M1 cells, Fluo-4 calcium, ACh EC80 antagonist mode; active compounds read low;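 active means calcium fluorescence response, raw or row-and-column corrected B-score, differing from the plate sample mean either way at a set confidence level, mostly lower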
Target sequence (P08482 whole entry, looked up): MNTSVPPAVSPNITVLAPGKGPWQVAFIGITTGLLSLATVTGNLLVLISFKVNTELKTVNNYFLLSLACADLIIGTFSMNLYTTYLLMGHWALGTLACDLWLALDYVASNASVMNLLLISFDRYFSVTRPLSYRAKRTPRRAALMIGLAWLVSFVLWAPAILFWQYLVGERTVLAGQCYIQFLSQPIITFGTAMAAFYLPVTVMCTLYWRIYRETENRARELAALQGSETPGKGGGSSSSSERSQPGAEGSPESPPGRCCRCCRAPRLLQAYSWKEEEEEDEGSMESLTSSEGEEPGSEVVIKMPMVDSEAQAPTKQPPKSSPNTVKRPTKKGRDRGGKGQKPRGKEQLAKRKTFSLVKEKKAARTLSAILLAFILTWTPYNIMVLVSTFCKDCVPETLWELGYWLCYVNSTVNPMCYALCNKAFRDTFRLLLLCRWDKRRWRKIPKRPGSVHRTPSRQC
HEK293 NFkB inh – lowers PMA/ionomycin-induced NF-kB signal in HEK293 cells; HEK-293 NF-kB luciferase reporter, luminescence; inhibition, % at 3 µM; 0.21% of 62,000 active;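 active means inhibition above the mean of all tested compounds plus 3 SD, cut at about 40% in these data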;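 further: 0% = stimulated DMSO wells and 100% = 10 µM reference inhibitor 5653914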
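Timing: 1 h pretreatment, 16 h stimulation, 37 °C; system: HEK-293 cells with stable firefly luciferase reporter driven by four HIV NF-kB elements; doses: 3 µM once, 0.30% DMSO; measured by: luciferase luminescence; control set: DMSO and 10 µM reference inhibitor; repeats: single test; reagent: PMA plus ionomycin mix as NF-kB-activating stimulus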
tolC growth inh – E. coli tolC mutant growth inhibition; E. coli BW25113 tolC mutant growth, OD615; growth inhibition, % at 10 µM (by protocol); 2.2% of 65,000 active; AID 573;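 active means growth inhibition at or above a cutoff equal to the mean over every tested compound plus 3 SD, cut at about 60% in these data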;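 further: growth measured after 20 h incubation at 37 °C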
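Signal: optical density read at 615 nm; Assay system: E. coli ΔtolC::kan strain BW25113; Times: 20 h incubation with compound, 37 °C; Dosing: 10 µM final, single dose.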
NADH coupling – inhibitors of enzymes used to reach an NAD/NADH endpoint. coupled PK/LDH NADH assays, four targets. IC50, µM (titrated, usually from 10 µM), without a hit: at the highest dose inhibition. 0.02% of 65,000 active. AID 774;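 active means single-dose screening hits from any of four coupled enzyme assays that gave an IC50 when retested across doses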;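 further: the DPM-DC format reads NADH fluorescence rather than 340 nm absorbance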
Jurkat tox 60K – reduces viability or proliferation of Jurkat cells; Jurkat E6.1 viability, ATP luminescence, 48 h; inhibition, % at 4 µM; 1.2% of 56,000 active; AID 463;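 active means inhibition above the mean inhibition of all tested compounds plus 3 SD, cut at about 28% in these data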
SF1 activator – activators of human nuclear receptor SF-1 | activation, % at 10 µM | Q13285 | CHO-K1 Gal4-SF-1 LBD luciferase reporter; % increase over DMSO SF-1-specific signal | 1.9% of 65,000 active | AID 522;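 active means activation above the mean activation of all tested compounds plus 3 SD, cut at about 50% in these data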
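Compound – one dose, 10 µM compound, 1% DMSO · Test system – transient Gal4-SF-1 LBD reporter, CHO-K1 · Input – 4,000 cells in each well · Read-out basis – percent activation relative to DMSO median and mock-transfected background · Replicates – single measurement per compound · Technique – steady-glow luciferase luminescence, read after 15 min reagent incubation · Timing – 20 h compound treatment, 37 °C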
* = called active by the depositor; nt = not tested or not shown; [ ] = remark or other dose.

Order of results: SF1 activator, HEK293 NFkB inh, NADH coupling, tolC growth inh, M1 antag, D1 allo mod, Jurkat tox 60K, M1 agonist, TNAP act DEA
[1] Cc1nn(-c2ccccc2)c2c1C(c1ccco1)C(C#N)=C(N)O2 (configuration not stated)
→ 4, 0, 7%, 4, 0.29, 0.93, -5, -0.89, 0.9
[2] CCOc1ccc(NS(=O)(=O)N(C)C)cc1
→ -7, -1, 3%, -6, -0.47, -1.5, -1, 1.1, 0.8
[3] Cc1ccc(-n2c(C)nc3c(cnn3-c3ccc(F)cc3)c2=O)cc1
→ 10, 14, 3%, -22, -1.6, -0.92, 13, -1.2, 1
[4] CCN(CC)c1ccc(NC(=O)c2cccc(OC)c2)c(C)c1
→ 40, 8, 7%, 20, nt, 0.049, 20, nt, 0.9
[5] Cc1cc(=O)oc2cc(OCC(=O)OCC(=O)N3CCc4ccccc43)ccc12
→ 2, 13, 5%, -5, 0.087, -0.36, -11, -0.92, 0.9
[6] COCCCNC(=O)CCCOc1ccccc1
→ 3, 1, 1%, -9, -0.076, 0.059, -6, -0.35, 0.9
[7] CCCCCSc1nc(O)cc(=O)[nH]1
→ 0, nt, 2%, 2, -0.019, nt, nt, 0.14, 0.9
[8] CCOC(=O)C1CCN(Cc2c(O)ccc3ccccc23)CC1
→ -19, 12, 5%, -9, -1.6, -0.97, 9, -1.3, 0.9
[9] c1ccc(-c2noc(C34CC5CC(CC(C5)C3)C4)n2)nc1
→ 86*, -9, 5%, 18, 0.5, 0.083, -3, -0.35, 0.9
[10] O=C(C1CCCN1S(=O)(=O)c1cccc2cccnc12)N1CCc2ccccc21 (configuration not stated)
→ -4, 7, 2%, 12, -0.41, 0.38, -2, -0.2, 0.9
[11] Cn1c(CN2CCN(c3ccc(Cl)cc3)CC2)nc2ccccc21
→ 10, 6, 4%, 11, -0.8, -0.38, 5, 0.98, 0.9
[12] CCC(C)(C(=O)NC1CCCCC1)N(Cc1ccco1)C(=O)CNC(=O)c1ccccc1 (configuration not stated)
→ -14, 23, 1%, 3, 0.26, 0.24, nt, -1.4, 1
[13] COc1ccc(C2C(C(=O)c3sc(C)nc3C)=C(O)C(=O)N2CCCn2ccnc2)cc1 (configuration not stated)
→ 0, 2, 7%, -20, 1.8, 0.38, -2, -1, 0.9
[14] CCc1ccc(OCc2nnc(SCC(=O)NCc3ccco3)o2)cc1
→ 2, 17, 9%, 13, 0.58, 2.4, 0, 1.5, 1
[15] O=C(CCCn1c(=S)[nH]c2ccsc2c1=O)NCc1ccco1
→ 2, 18, 7%, -1, -0.66, 1, nt, -0.013, 0.9
[16] Cc1nc2cc(C(F)(F)F)ccc2n1C1CCN(C(=O)N2CCOCC2)CC1
→ -2, 16, 8%, -22, 0.4, 0.2, -3, 0.73, 0.9
[17] CCOCC(O)CSCc1ccc(Cl)cc1 (configuration not stated)
→ nt, nt, 1%, -1, nt, -0.65, nt, nt, 0.9
[18] Cc1cc(C)c(S(=O)(=O)N2CCCCC2)c(C)c1-n1ncnn1
→ -1, 6, 3%, 11, -0.23, 0.38, 0, 1.5, 0.9
[19] CCCOC(=O)c1[nH]c2c(c1C)C(=O)CC(c1cc(OC)c(OC)c(OC)c1)C2 (configuration not stated)
→ -45, 31, 3%, 8, -0.25, -3.9*, 46*, 0.042, 0.8
[20] COc1ccc2[nH]cc(C(=O)CN3CCCCC3C)c2c1 (configuration not stated)
→ -25, 10, 4%, -16, 0.36, 0.3, 0, -0.14, 0.9
[21] CN(C)CCOC(=O)CCc1ccccc1
→ -7, 4, 6%, -22, -0.72, -0.89, -2, -0.93, 0.9
[22] COc1ccc(N2CC(C)Cn3c2nc2c3c(=O)n(Cc3ccccc3F)c(=O)n2C)c(OC)c1 (configuration not stated)
→ 2, 7, 4%, 13, nt, 0.48, -3, nt, 0.9
[23] O=C(COC(=O)c1cccnc1Nc1cccc(C(F)(F)F)c1)NCCN1C(=O)CSC1=O
→ -13, 17, 9%, 20, 0.74, nt, -3, -0.44, 0.9
[24] COc1cc(CCC(=O)N2CCN(c3ccc(N4CCOCC4)nn3)CC2)cc(OC)c1OC
→ -4, -5, 12%[fluoresces], -5, -0.0059, -0.54, 2, 0.055, 1
[25] O=C(NC1CCCCC1)NC1(C(=O)NCCCN2CCOCC2)CCCCC1
→ 4, 12, 6%, -13, -0.72, 0.071, -4, 1.7, 0.9
[26] Cc1cc2nc(SCC(=O)O)nc(C)c2cc1C
→ 6, -2, 4%, 5, 0.29, -0.48, -4, -0.72, 1
[27] O=C1CNCc2[nH]c3ccccc3c2N1c1ccccc1
→ 3, 5, 2%, 13, 0.052, 1.8, -5, -0.76, 0.9
[28] CCOC(=O)C1CCCN(C(=O)Cn2sc3nc(C)cc(C)c3c2=O)C1 (configuration not stated)
→ -16, 8, 11%, -23, 0.71, -0.11, 2, 5.9*, 0.9
[29] COCCN1C(=O)c2oc3ccccc3c(=O)c2C1c1ccc(C(=O)OC)cc1 (configuration not stated)
→ -3, 10, 2%, -6, 0.51, 0.24, -2, -0.035, 0.9
[30] CCOCCCNC(=O)c1cc(C)nn1-c1ccccc1
→ -4, 0, 1%, -11, 0.0053, 0.019, 4, -0.15, 1
[31] CCn1c(=N)c(C(N)=O)cc2c(=O)n3cccc(C)c3nc21
→ -14, 24, 5%[fluoresces], 3, 0, 1.7, nt, 0, 0.9
[32] CCOC(=O)C1CCN(S(=O)(=O)Cc2ccccc2)C1=O (configuration not stated)
→ 32, 0, 7%, -17, 1.6, -0.023, -2, -0.29, 0.9
[33] COc1ccc(CN(CCN2CCOCC2)C(=O)c2c(F)cccc2F)cc1OC
→ -9, 9, 5%, -11, 1.1, 1.5, -4, 0.34, 0.9
[34] CCN1CCN(CCNC(=O)CS(=O)(=O)Cc2nc(-c3ccc(C)cc3)oc2C)CC1
→ -16, 9, 0%, -5, 0.42, 0.034, 2, 1.2, 0.9
[35] CN1CCCN(Cc2ccccc2C(F)(F)F)CC1
→ -2, 5, 22%, 6, nt, 0.39, 0, nt, 1
[36] N#Cc1nc(-c2cccs2)oc1N1CCOCC1
→ -2, 15, 3%[fluoresces], 12, -0.17, 2.1, -2, 0.081, 0.9
[37] CCN1CCN(C(=O)C2CC(c3ccc(F)cc3)=NO2)CC1 (configuration not stated)
→ 13, 1, 2%, -17, -0.18, -1.3, -4, -0.038, 0.9
[38] CCCCNC(=O)C1C2C=CC3(CN(Cc4ccc(C)cc4)C(=O)C13)O2 (configuration not stated)
→ 8, 17, 4%, -10, 0.5, -0.095, nt, 0.19, 1
[39] CCOC(=O)C1CCCN(C(=O)c2cn(CC)c3ccc(S(=O)(=O)N(C)C)cc3c2=O)C1 (configuration not stated)
→ -1, 13, 5%, -17, -0.21, 0.093, -12, -0.0064, 0.9
[40] N#CCSc1nc2c(cc1C#N)CCCC2
→ -1, 0, 5%, 5, -1.6, 1.3, -5, -0.023, 1

3 entries from above, as tab-separated lines:
cpd	mol	SF1 activator	HEK293 NFkB inh	NADH coupling	tolC growth inh	M1 antag	D1 allo mod	Jurkat tox 60K	M1 agonist	TNAP act DEA
32	CCOC(=O)C1CCN(S(=O)(=O)Cc2ccccc2)C1=O (configuration not stated)	32	0	7%	-17	1.6	-0.023	-2	-0.29	0.9
37	CCN1CCN(C(=O)C2CC(c3ccc(F)cc3)=NO2)CC1 (configuration not stated)	13	1	2%	-17	-0.18	-1.3	-4	-0.038	0.9
36	N#Cc1nc(-c2cccs2)oc1N1CCOCC1	-2	15	3%[fluoresces]	12	-0.17	2.1	-2	0.081	0.9

The list goes on.
Order of results: SF1 activator, HEK293 NFkB inh, NADH coupling, tolC growth inh, M1 antag, D1 allo mod, Jurkat tox 60K, M1 agonist, TNAP act DEA
[41] COc1ccc(S(=O)(=O)n2nc(OC(=O)c3cccs3)cc2N)cc1
→ -10, 20, 0%, -16, -0.21, 1.1, 1, 0.053, 0.9
[42] CCn1c(=NC(=O)CSCC(=O)Nc2nccs2)sc2ccccc21
→ -8, 12, 6%, 0, 0, 0.5, nt, 0, 0.9
[43] Cc1cc(C)cc(CSc2nnc(C)c(=O)[nH]2)c1
→ -3, 5, 1%, 13, 0.098, 0.019, -4, -0.5, 0.8
[44] Cc1cc2cc(CNC(=O)NC3CCCCC3)ccc2[nH]1
→ 4, -1, 5%, 8, 0.41, 0.17, 2, -1.1, nt
[45] Cc1cc(NC(=O)CSc2cn(CCNC(=O)c3ccc(Cl)cc3)c3ccccc23)no1
→ 8, 12, 5%, 6, 0.56, -1.2, -2, 0.88, 0.9
[46] COc1cccc(-c2nc(NCC3CCCO3)c3ccccc3n2)c1O (configuration not stated)
→ 13, nt, 7%, 2, -0.82, nt, nt, 7.1, 0.9
[47] COc1ccccc1N1CCN(Cc2nc3ccccc3c(=O)n2CC(C)=O)CC1
→ 2, 6, 4%, -2, -1.7, -0.88, nt, -1.2, 1
[48] Cc1cc(C)c(S(=O)(=O)NCc2cn3c(C)csc3n2)cc1C
→ -16, 11, 25%, -8, -0.43, 0.0026, 5, -0.081, 0.9
[49] O=C(CC1COc2ccccc2O1)NCc1ccccc1 (configuration not stated)
→ 13, 5, 5%, 1, 0.083, 0.064, 3, -0.43, 0.9
[50] Cc1ccnc(SCC(=O)Nc2sc3c(c2C#N)CCCC3)n1
→ -76, 24, 7%, 41, -2.1, 0.006, 90*, 3.4*, 0.9
[51] COCCSc1nnc(NC(=O)COC)s1
→ 19, 7, 6%, 5, 0.36, -0.027, -4, -0.009, 1
[52] COCCn1c(C)cc(C(=O)CSc2nc3ccccc3o2)c1C
→ 0, -52, 4%, 27, -0.58, -3.4, 13, -1.7, 1.1
[53] O=C(CCn1c(=O)sc2ccccc21)NC1=NCCS1
→ -7, 11, 2%, -14, 0.53, -0.73, nt, 1.4, 1
[54] COc1cc(OC)c(NC(=O)Nc2ccc(OC)c(OC)c2)cc1Cl
→ 10, 16, 4%, 18, -0.091, -0.44, -9, 0.25, 1
[55] O=C(OCc1nnc(-c2ccccc2)o1)c1cc(S(=O)(=O)N2CCOCC2)c(Cl)cc1Cl
→ -2, 9, 7%, 17, 1.5, 1.3, 0, -1.1, 1
[56] CCc1ccc(C2CC(c3ccccc3Cl)Nc3nc(N)nn32)cc1 (configuration not stated)
→ 20, 12, 5%, 37, 0.8, 3.1, -20, -1.2, 1
[57] O=C(CNC(=O)c1cnccn1)Nc1ccc(F)c(F)c1F
→ 4, 20, 10%, -20, 0.1, -0.4, nt, 0.27, 0.9
[58] Cn1c(-c2ccc(F)cc2)cnc1SCC(=O)Nc1ccccc1N1CCOCC1
→ 70*, -17, 2%, 13, 0.047, -2.6, 0, -0.11, 0.9
[59] CC(=O)Nc1cccc(NS(=O)(=O)Cc2ccc(Cl)cc2)c1
→ 4, 25, 7%, 36, 0.093, -0.29, 1, -0.0042, 1
